Screening results as filed in PubChem.
HT1080 IDH1KD tx: HT-1080 IDH1 knockdown cell toxicity (counter line); HT-1080 IDH1 knockdown viability, ATP luminescence, 48 h; Potency, µM (titrated, usually from 46.1 µM), for the others: top-dose activity, negative = toxicity, actives largely listed as cytotoxic; 2% of 360,000 active; AID 686971;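 further: potency means the concentration at half of the fitted maximal effect; 0% = DMSO wells and -100% = cell-free medium wells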
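Luminescent ATP read-out (CellTiter-Glo, 10 min at room temperature) after 48 h compound exposure at 37 °C gave viability of IDH1-knockdown HT-1080 cells. Activity was normalised to DMSO and cell-free wells, then fitted as concentration-response curves.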
IL-1B inflam inh: inflammasome signaling inhibition, IL-1 beta readout. THP-1 LPS/ATP IL-1B secretion, AlphaLISA, 16 h; hits give low values. activity change, % at 57.5 µM. 4.7% of 360,000 active. AID 743279; in the data active means activity change below about -50%; inconclusive means mostly about -30% to -49%; further: on the % scale 0 is the no-effect control and ±100 the full control effect
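Secreted IL-1B measured by AlphaLISA bead assay after 16 h compound exposure of THP-1 cells; compounds (final up to 57.5 uM) added 1 h before LPS (250 ng/mL) and ATP (1.25 mM) stimulation; lower signal means less secretion.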
KB-V1 cytotox: KB-V1 MDR subline cytotoxicity; KB-V1 MDR cells viability, CellTiter-Glo, 72 h; Potency, µM (doses to about 46.1 µM), for inactives: at the highest dose activity change, negative = cytotoxicity, actives largely listed as cytotoxic; 3.4% of 400,000 active; further: potency means the concentration at half of the fitted maximal effect; on the % scale 0 is the no-effect control and ±100 the full control effect; nearly all actives have a fitted effect of over 60% in size
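Readout: CellTiter-Glo luminescence, 10 min after addition. Cells: KB-V1 MDR subline, 72 h at 37 degrees C with compound. Analysis: corrected, normalized data fitted to concentration-effect curves.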
SW480 rereplic: DNA re-replication induction in SW480 cells; SW480 DNA re-replication, Hoechst DNA content imaging, 48 h; Potency, µM (top dose mostly 46.1 µM), for inactives: at the top dose re-replication activation, actives largely listed as activators; 1.8% of 340,000 active; AID 624297; further: potency means the concentration at half of the fitted maximal effect; % of control where 0% means no effect; nearly all actives have a fitted effect of over 55% in size
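DNA re-replication was detected as more nuclei of elevated Hoechst intensity after 48 hr exposure to compound (23 nL pinned per well of 250 cells).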
KB-3-1 cytotox: kills parental KB-3-1 adenocarcinoma cells; KB-3-1 viability, CellTiter-Glo ATP luminescence, 72 h; Potency, µM (titrated, usually from 46.1 µM), for the others: at the highest dose activity change, negative = cytotoxic, most hits filed as cytotoxic; 1.4% of 400,000 active; AID 1347075; further: potency means the concentration at half of the fitted maximal effect; on the % scale 0 is the no-effect control and ±100 the full control effect; nearly all actives have a fitted effect of over 60% in size
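KB-3-1 parental drug-naive adenocarcinoma cells in DMEM/10% FBS, incubated 72 h at 37 C with pin-transferred compounds across a concentration series. Viability by CellTiter-Glo luminescence; concentration-response curves fitted after normalization.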
S2 tox: cell viability loss in ATXN counter-screen; 0.49% of 400,000 active; AID 651635; Potency, µM (doses to about 56.7 µM), most hits filed as cytotoxic; S2 cells (HEK-293 line with an ATXN2-luciferase reporter) viability, CellTiter-Fluor protease fluorescence, 24 h; further: potency means the concentration at half of the fitted maximal effect; nearly all actives have a fitted effect of over 40% in size
MCF10A rerep: induces DNA re-replication in MCF 10a normal breast cells | 2.9% of 350,000 active | MCF 10A DNA re-replication, Hoechst nuclear intensity, 48 h | Potency, µM (top dose mostly 46.1 µM), inactives show at the highest dose activity, positive = re-replication, hits mostly activators; further: potency means the concentration at half of the fitted maximal effect; % of control where 0% means no effect; nearly all actives have a fitted effect of over 50% in size
HT1080NT lethal: kills 2HG-producing HT-1080-NT fibrosarcoma cells. HT-1080-NT fibrosarcoma viability, CellTiter-Glo ATP luminescence, 48 h. Potency, µM (series often up to 46.1 µM), without a hit: at the highest dose activity, negative = less viability, usual class: cytotoxic. 1.6% of 360,000 active. AID 686970;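 further: NT is the 2HG producing partner of a matched IDH1 knockdown line; potency means the concentration at half of the fitted maximal effect; 0% = DMSO-treated cells and -100% = media-only wells without cells; nearly all actives have a fitted effect of over 55% in size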
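HT-1080-NT fibrosarcoma cells (2HG-overproducing), 750 cells/well in RPMI with 5% FBS, dosed after 2 h and incubated 48 h at 37C. CellTiter-Glo luminescence normalized to DMSO and no-cell wells; concentration-response curves fitted and classed.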
ATXN2 expr inh: ATXN2 expression inhibition; HEK-293 ATXN2-luciferase reporter, luminescence, 24 h; Potency, µM (titrated, usually from 57 µM), without a hit: at the highest dose activity change, negative = inhibition, usual class: inhibitors; 0.72% of 360,000 active; AID 1745845; further: potency means the concentration at half of the fitted maximal effect; on the % scale 0 is the no-effect control and ±100 the full control effect; nearly all actives have a fitted effect of over 55% in size
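ATXN2-luciferase reporter cells (luciferase flanked by upstream and downstream ATXN2 gene portions) were treated 24 h at 37 °C with compounds at up to 57 uM. SteadyGlo luminescence gave expression; GF-AFC fluorescence gave viability.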
An asterisk follows results filed as active; i = inactive; u = inconclusive; x = no result given; [ ] = remark or other dose. Unless noted, the call rests on the fitted dose curve; in most records, active means well fitted curve in the direction sought with a large enough effect; inconclusive means small, poorly fitted or top-dose-only effect, or another doubt; inactive means no such curve, though single readings can be large; an effect the other way counts as inactive or inconclusive. Compounds as they come (roughly 11% active in at least one column).

smiles | HT1080 IDH1KD tx | IL-1B inflam inh | KB-V1 cytotox | SW480 rereplic | KB-3-1 cytotox | S2 tox | MCF10A rerep | HT1080NT lethal | ATXN2 expr inh
CCSc1nc(N2CCCCC2)c2c(c1C#N)CCCC2 | 22% | 35 | -1% | 0% | -11% | i | u | 14% | 7%
O=C(Cn1nc(-c2ccccc2)c2ccccc2c1=O)NN1CCOCC1 | 5% | 9 | 4% | 10% | 1% | i | 0% | 2% | -2%
Nn1c(SCC(=O)NC2CCCCC2)nnc1-c1ccccc1 | 15% | 0 | 0% | -1%[9.22 µM] | 22% | u | -2% | 16% | -13%
Cc1ccc(C(=O)OCC(=O)N2CC(C)OC(C)C2)cc1 (centres undefined) | 2% | 19 | 11% | -13% | -3% | i | -6% | 20% | 10%
CN(C)S(=O)(=O)c1ccc(C(=O)NCC(c2cccs2)N2CCOCC2)cc1 (centres undefined) | -5% | 6 | -1% | -2% | -1% | i | 7% | -5% | 8%
CN(CC(=O)Nc1ccc(Cl)c(C(F)(F)F)c1)C(=O)c1ccc(OCC2CCCO2)cc1 (centres undefined) | u | -22 | 7.3µM* | 11% | u | i | 14% | -15% | -11%
CCOC(=O)c1cnn(-c2cc(C)cc(C)c2)c1N | 8% | -8 | 3% | -3% | 21% | i | 13% | 19% | 5%
CC(C)NC(=S)N1CCN(C(c2ccccc2)c2ccccc2)CC1 | 12% | 10 | -2% | -5% | u | i | 8% | 5% | -10%
CS(=O)(=O)N(CC(=O)NCCSC1CCCCC1)c1ccc2c(c1)OCO2 | 1% | 0 | 18µM* | 11% | -19% | i | 8% | -2% | -10%
O=C(COC(=O)c1ccc(F)c(S(=O)(=O)N2CCOCC2)c1)NC1CC1 | 9% | 8 | -11% | -28% | 21% | i | 3% | 0% | 13%
COc1ccc(CNC(=O)c2cc3c(=O)n(Cc4cccs4)ccc3nc2C)cc1 | x | x | -7% | x | 18µM* | i | x | x | u
C(CNC1C2CC3CC(C2)CC1C3)CN1CCOCC1 (centres undefined) | -3% | 4 | 1% | -18% | -1% | i | 0% | 5% | x
O=S(=O)(c1cccc2nsnc12)N1CCN(c2ccccc2F)CC1 | 19% | -12 | -15% | -1% | -2% | i | -6% | 11% | -19%[11.3 µM]
Cc1ccc(S(=O)(=O)N(CCCc2c(C)nc[nH]c2=O)c2ccccc2)cc1 | 4% | -8 | -1% | -7% | 0% | i | 3% | 5% | -4%
Cc1cc(C(F)(F)F)nn1CC(=O)NNC(=S)NCC(C)C | u | 11 | 5% | 2% | -2% | u | 5% | -22% | 1%
O=C(NCC1CCCO1)c1ccc2c(c1)N(Cc1ccccc1)CCS2 (centres undefined) | 0% | -22 | 6% | 2% | -8% | i | 4% | 2% | -1%
CCC(=O)Nc1sc2c(c1C(N)=O)CCC2 | -13% | -15 | -27% | 1% | -1% | i | -11% | 12% | -10%
COc1ccc(N2CC(NC(=O)COc3ccccc3F)CC2=O)cc1OC (centres undefined) | x | x | 16% | x | 5% | i | x | x | -2%
Cc1cc2nnc(SCC(=O)NCc3cccs3)n2c(N)n1 | 5% | 8 | 14% | -4% | 14% | i | -8% | -5% | 9%
Cc1ccc(NC(=O)C(=O)NCCc2csc3nc(-c4ccccc4C)nn23)cc1Cl | x | x | 6% | x | 1% | i | x | x | 7%
COc1ccc(OC)c(NC(=O)CSc2ccc(-c3ccco3)nn2)c1 | -6% | 55 | -3% | 2% | 12% | u | 4% | -16% | -31%
CCOc1ccccc1NC(=O)Cn1c(=O)n(CCCC(=O)NCCc2ccc(C)cc2)c(=O)c2ccccc21 | x | x | 17% | x | 12% | i | x | x | 88%[activator]
CNC(=O)c1nc[nH]c1C(=O)NC | 16% | -28 | 16% | -26% | -5% | i | -3% | 16% | 8%
CCc1cc2c3c([nH]c2cc1S(=O)(=O)NCCCOC)CC(C)(C)CC3=O | 2% | -4 | -6% | -15% | u | i | -6% | 0% | x
Cc1ccc(C(=O)O)cc1NC(=O)c1cccs1 | 7% | 6 | 4% | -4% | 4% | i | 7% | -5% | 2%
O=C(Nc1ccc(N2CCCC2)cc1)c1cccc(F)c1 | -10% | u | -15% | 4% | u | i | 21% | -10% | 53%[activator]
Cc1nc2cc(NC(=O)CCS(=O)(=O)c3ccccc3)ccc2s1 | 4% | 0 | u | -9% | 16% | i | 3% | 1% | -18%
COc1cccc(NC(=O)c2csc3c2CCCC3)c1 | -1% | -2 | u | 6% | -8% | i | 1%[9.22 µM] | -17% | 70%[activator]
Cn1cc(Br)c(C(=O)Nc2c(F)c(F)c(F)c(F)c2F)n1 | -7% | -6 | -4% | 4% | -2% | i | 22% | -5% | 1%
CCn1cc(CN2CCC(Oc3ccc(C(=O)N4CCCCC4)cc3)CC2)cn1 | -27% | i | u | 30% | 10% | i | u | 0% | -8%
Cc1ccc(-n2c(C)nc3oc4ccccc4c(=O)c3c2=O)cc1 | -18% | 16 | u | -2% | -6% | i | 4% | -11% | 64%[activator]
CN(CC(=O)NC(=O)NCc1ccccc1)Cc1ccc(Cl)cc1 | -2% | u | 2% | 6% | 7% | i | 0% | -5% | -6%
Nc1ccccc1Sc1c[nH]c2ccccc12 | -11% | 24 | -8% | -4% | 0% | i | 14% | 0% | x
Cc1c(Cl)cccc1NC(=O)CNc1cccc(S(=O)(=O)N(C)C)c1 | 6% | -9 | 16µM* | 1% | 4% | i | -9% | -3% | 0%
COc1ccc(S(=O)(=O)N2CCOCC2)cc1NC(=O)c1c(-c2ccccc2)noc1C | -1% | -19 | 0% | -27% | 5% | i | u | -2% | -12%
COc1cccc(C2Nc3ccccc3NC3=C2C(=O)CC(C)(C)C3)c1 (centres undefined) | 8% | -22 | -9% | 3% | 12% | i | -16% | 5% | 0%
Cc1cccc(NC(=O)c2ccc3c(c2)OCCO3)n1 | -18% | 3 | -10% | -13% | -16% | i | -1% | -19% | -4%
O=C(c1ccc(F)cc1)C1CCN(S(=O)(=O)c2ccccc2)CC1 | -16% | -8 | u | 1% | -9% | x | 3% | -26% | -13%
COc1ccccc1C(=O)N1CCN(C(=O)c2oc3c(C)c(C)ccc3c2C)CC1 | -3% | -27 | -24% | x | u | i | x | -8% | x
Cc1ccc(-c2nnn(CC(=O)NCc3ccccc3)n2)c(-n2cnnn2)c1 | u | 15 | -10% | -2% | -2% | i | -3% | u | 6%
Cc1ccc(OCC(=O)N/N=C/C=C/c2ccco2)cc1 | -3% | -2 | 11% | u | 0% | i | u | -3% | -4%
CCC(=O)N(CCN1CCOCC1)Cc1cc2cc3c(cc2nc1Cl)OCO3 | -10% | -2 | 10% | -2% | 28% | i | 1% | -1% | -4%
CCn1c(COc2cccc(C)c2C)nnc1SCC(=O)N1CCN(c2ccc(OC)cc2)CC1 | -19% | 14 | 2.3µM* | -6% | 15µM* | i | 3% | -8% | -18%
COC(=O)c1cccc(-n2c(C)cc(C=O)c2C)c1C | -2% | 0 | -24% | u | 0% | i | 30% | 3% | 22%
CCc1ccc(C2=NN(S(C)(=O)=O)C(c3cccs3)C2)cc1 (centres undefined) | 5% | -6 | 15µM* | -8% | u | i | 8% | -23% | 47%[activator]
O=C(CN1C(=O)CCC1=O)NCC12CC3CC(CC(C3)C1)C2 | -1% | u | 0% | 1% | 0% | i | 4% | 1% | 6%
COc1ccc(CN2CCCC(N3CCN(c4ccc(OC)cc4)CC3)C2)cc1 (centres undefined) | 0% | 2 | -20% | 3% | -8% | i | 1% | 3% | x
CCOc1ccc(C(=O)N2CCN(c3ccccc3)CC2)cc1OCC | 0% | -2 | -19% | 5% | -8% | i | -4% | 0% | 2%
CCOc1ccc(NC(=O)CSc2nc(=O)n(CCCN3CCOCC3)c3c2CCC3)cc1 | 3% | -4 | 18% | -3% | 9% | i | 4% | 1% | 6%
COc1ccc(N(CC(=O)Nc2cccc(C)c2C)S(=O)(=O)c2c(C)[nH]c(=O)[nH]c2=O)cc1 | 9% | 1 | 10% | -1% | 4% | i | 4% | 12% | 8%

The listing continues:
smiles | HT1080 IDH1KD tx | IL-1B inflam inh | KB-V1 cytotox | SW480 rereplic | KB-3-1 cytotox | S2 tox | MCF10A rerep | HT1080NT lethal | ATXN2 expr inh
Cn1c(CSc2nc3ccccc3n2C)nc2ccccc21 | 0% | u | u | -1% | 19% | u | 0% | 6% | 28%
CC(C)c1cccc(C2=CC(=O)C[C@H](c3ccc(F)cc3)C2)c1 | 0% | -21 | 5% | 2% | -5% | i | 60% | -5% | 5%
Cc1cc(C)c(NC(=O)CN2C(=O)NC3(CCCc4ccccc43)C2=O)c(Cl)c1 (centres undefined) | -3% | -20 | 5% | -522%[inhibitor] | -13% | i | 3% | -1% | -8%
O=C(NC1CCN(Cc2ccccc2)C1)c1cccc(S(=O)(=O)N2CCOCC2)c1 (centres undefined) | 9% | -2 | -16% | 0% | 1% | i | 4% | 0% | 7%
COc1cccc(CN2CCC2(C)C(=O)NCCc2ccccn2)c1OC (centres undefined) | -2% | 7 | u | x | 8% | i | x | 5% | 25%
CSc1nn2c(C(F)(F)F)cc(C(F)(F)F)nc2c1C(=O)O | 0% | 19 | 6% | -12% | 6% | i | 0% | 0% | -2%
Cc1cc(-c2nnc3n2N=C(c2ccc(-c4ccccc4)cc2)CS3)n[nH]1 | u | -62* | 0% | 3% | u | u | u | 23µM* | u
Cc1ccc(-c2nnn(CC(=O)N(CCCO)C(C(=O)NC3CCCC3)c3ccc(Cl)cc3)n2)o1 (centres undefined) | -12% | -8 | 20% | -3% | 1% | i | -17% | 1% | -18%
Nc1ncnc2nc(SCC(=O)Nc3ccccc3F)[nH]c12 | 28% | 75 | u | u | 3% | i | u | 17% | 12%
